Source: PubChem BioAssay
EBNA-1 inhibitor: blocks EBNA-1 binding to DNA; EBNA-1 DNA binding, fluorescence polarization; inhibition, % at 14.8 µM; hit rate 0.34% among 300,000; AID 1950; in the data active means inhibition above about 28%
GLD-1 TGE inh: GLD-1-TGE RNA interaction inhibition (C. elegans). purified GLD-1 + fluorescein TGE RNA, fluorescence polarization. Q17339. hit rate 0.44% among 320,000. inhibition, % at 5.96 µM;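 active means percent inhibition above a per-plate cutoff, the plate mean of test compounds plus 3 SD, cut at about 30% in these data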;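 further: 0% = DMSO wells with GLD-1 and probe and 100% = wells lacking GLD-1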
MCL1-BIM inh: disrupts human MCL1 binding to BIM-BH3 peptide | hit rate 0.68% among 320,000 | Q07820 | GST-MCL1 / FITC-Bim-BH3 fluorescence polarization | inhibition, % at 10.9 µM | AID 2057;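 active means inhibition above the mean inhibition of all tested compounds plus 3 SD, set per campaign, cut at about 40% in these data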;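 further: 0% = DMSO wells and 100% = unlabeled Bim-BH3 peptide control; higher means more loss of mP so more displacement of Bim peptide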
Target sequence (Q07820 whole entry, looked up): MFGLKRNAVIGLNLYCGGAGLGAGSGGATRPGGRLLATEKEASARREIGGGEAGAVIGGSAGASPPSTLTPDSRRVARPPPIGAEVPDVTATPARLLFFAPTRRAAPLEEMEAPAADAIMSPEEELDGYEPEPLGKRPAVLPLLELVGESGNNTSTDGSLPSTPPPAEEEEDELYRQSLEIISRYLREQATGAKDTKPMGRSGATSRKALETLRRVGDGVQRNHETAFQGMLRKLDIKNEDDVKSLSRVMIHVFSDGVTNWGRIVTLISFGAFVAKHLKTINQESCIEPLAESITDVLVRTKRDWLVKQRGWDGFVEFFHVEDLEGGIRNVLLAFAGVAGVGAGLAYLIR
Efflux pump inh: inhibitors of Candida antifungal efflux pumps expressed in yeast. S. cerevisiae Candida pump triplex, Nile Red efflux. AID 485275. inhibition, % at 10 µM. hit rate 0.44% among 330,000;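 active means plate passing quality check with inhibition over a set limit, or well fluorescence over plate mean plus 4 SD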;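 further: Nile Red retained in pooled yeast measured as flow cytometry median fluorescence; 0% = buffer negative control and 100% = Enniatin B positive control; higher means more Nile Red kept so more efflux inhibition; some compounds called inactive have numbers as strong as hits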
Yeast superoxide: yeast age-related superoxide inhibition as caloric restriction mimetic; S. cerevisiae aged cells, superoxide DHE fluorescence; active compounds read low; superoxide response (% of plate mean), % at 10 µM; hit rate 0.18% among 330,000;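 active means superoxide response under a set limit, about three screen SD below normal, cut at about 65% in these data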;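 further: yeast aged for seven days with compound at 30 °C before DHE staining; 100% = average MFI of all compound-treated wells on the plate with controls excluded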
ZTA counter: counter-screen for EBNA-1 inhibitors: inhibitors of Epstein-Barr virus ZTA; P03206; ZTA-DNA binding, fluorescence polarization; inhibition, % at 11 µM; hit rate 0.15% among 320,000; in the data active means inhibition above about 33%
MEX-5 binding: C. elegans MEX-5 TCR-2 RNA binding activity; Q9XUB2; hit rate 0.38% among 300,000; activity score (negative = inhibition of binding), % at 10 µM; MEX-5/FITC-TCR2 RNA binding, fluorescence polarization; active compounds read low;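 active means inhibition past about -25% in most replicates, and total fluorescence under double the plate's negative control median, limit read from the data; inconclusive means replicates evenly split on the limit, or fluorescence at least double controls; inactive means too little inhibition in most replicates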;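 further: 0% = DMSO and -100% = 5 µM competing unlabeled TCR2 RNA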
Target sequence (Q9XUB2 whole entry, looked up): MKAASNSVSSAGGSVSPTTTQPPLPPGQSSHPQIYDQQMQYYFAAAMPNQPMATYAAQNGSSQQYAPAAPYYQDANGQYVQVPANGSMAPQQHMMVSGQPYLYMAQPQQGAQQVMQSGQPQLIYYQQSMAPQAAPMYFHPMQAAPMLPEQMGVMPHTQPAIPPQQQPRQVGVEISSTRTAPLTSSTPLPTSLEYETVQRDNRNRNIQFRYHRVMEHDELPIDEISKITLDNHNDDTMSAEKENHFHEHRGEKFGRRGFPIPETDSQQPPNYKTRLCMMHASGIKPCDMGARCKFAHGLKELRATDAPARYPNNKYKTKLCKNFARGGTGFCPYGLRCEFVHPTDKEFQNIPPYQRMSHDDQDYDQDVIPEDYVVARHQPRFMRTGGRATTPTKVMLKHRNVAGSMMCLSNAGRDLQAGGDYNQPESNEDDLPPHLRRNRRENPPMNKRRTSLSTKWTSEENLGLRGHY
Fam108B counter: blocks mouse Fam108B hydrolase in RBBP9 counter-screen. inhibition, % at 9.51 µM. hit rate 0.33% among 300,000. recombinant Fam108B, FP-Rh probe fluorescence polarization;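 active means inhibition above the screen mean inhibition plus 3 SD, computed separately per campaign, cut at about 18% in these data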;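 further: inhibitors lower polarization as less probe binds the enzyme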
BCLXL inh: Bcl-xL (human) inhibition; hit rate 0.7% among 320,000; inhibition, % at 10.9 µM; Q07817; GST-Bcl-xL / FITC-Bim BH3 peptide fluorescence polarization;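 active means inhibition above the mean of all tested compounds plus 3 SD, cutoff set per campaign, cut at about 30% in these data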;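 further: 0% = DMSO wells and 100% = unlabeled Bim-BH3 peptide competitor; inhibitors lower millipolarization by displacing the labeled peptide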
Target sequence (Q07817 whole entry, looked up): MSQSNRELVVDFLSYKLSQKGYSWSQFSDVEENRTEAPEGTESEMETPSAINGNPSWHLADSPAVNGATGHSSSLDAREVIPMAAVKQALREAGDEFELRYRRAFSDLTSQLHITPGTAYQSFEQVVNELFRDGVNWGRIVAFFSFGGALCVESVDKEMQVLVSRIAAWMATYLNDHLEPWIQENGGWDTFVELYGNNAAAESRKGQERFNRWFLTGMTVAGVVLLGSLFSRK
Active calls of the source: *; ? = inconclusive; . = not tested or not shown. The order is random. Share with any hit: about 2.3%.

SMILES	EBNA-1 inhibitor	GLD-1 TGE inh	MCL1-BIM inh	Efflux pump inh	Yeast superoxide	ZTA counter	MEX-5 binding	Fam108B counter	BCLXL inh
NS(=O)(=O)c1ccc(CCNC(=O)CSc2nc3ccccc3c(=O)n2CCC(=O)N2CCCCC2)cc1	-8.0	-3.7	-10.5	0.4	98.8	-14.6	-1.8	-3.9	-0.5
CCC(=O)c1ccccc1OCC(=O)Nc1c(C)cccc1C	-3.2	7.8	14.7	0.0	104.5	3.6	-0.3	3.9	2.8
O=c1c(/C=C(\O)c2ccccc2)nc2ccccc2n1-c1ccccc1	-1.1	-67.5	-78.3	0.1	108.1	14.7	-52.8*	-8.0	-48.7
CCCCCCn1cnc2c(c1=O)c1nc3ccccc3nc1n2Cc1cccs1	-8.7	-7.5	-2.1	0.1	103.4	7.6	-0.5	-4.0	-3.4
O=C(COC(=O)c1ccc(O)cc1)NCCC1=CCCCC1	2.8	-6.1	-4.2	0.0	127.7	2.9	-1.1	-7.2	-3.2
O=C(O)CSc1nnc(-c2ccc(Cl)cc2Cl)n1-c1ccc(Br)cc1	-0.3	-3.5	-2.0	0.1	100.7	-11.8	0.6	4.2	6.4
CCOC(=O)N1CCN(c2ccc(C(=O)c3cccc(F)c3)cc2)CC1	13.3	3.2	1.3	-0.1	83.5	-12.4	-2.5	0.1	1.2
O=C(O)c1cc([N+](=O)[O-])c(NCc2cccnc2)c([N+](=O)[O-])c1	-15.7	-9.8	-0.3	0.1	121.5	5.4	-0.9	-3.1	5.2
O=C(CNC(=O)c1cccs1)N/N=C/c1ccco1	4.9	3.5	4.5	0.1	90.6	4.8	-1.2	-1.2	-1.2
CC(C)(C)CN1C(=O)C(=O)NC[C@@H]1Cc1ccc(O)cc1	4.1	-3.4	-1.4	0.2	99.6	5.3	0.2	-1.5	-3.2
O=C(c1ccc([N+](=O)[O-])o1)N1CCN(c2nc3c(F)cc(F)cc3s2)CC1	-6.8	-0.9	-3.8	0.0	111.3	6.5	-1.8	-0.7	1.2
COc1ccc(C(=O)NC(=S)NC(C)c2ccccc2)cc1 (stereo not given)	10.1	-0.9	23.1	-0.1	98.2	5.2	1.3	-1.7	7.3
COc1cc2c(cc1OC)CN(C(=O)C1CCCN1S(=O)(=O)c1ccc(F)cc1)CC2 (stereo not given)	-6.0	-3.8	3.0	0.5	90.4	-11.2	1.1	1.9	0.6
O=C(N/N=C/c1ccncc1)c1nc(-c2ccccc2)n2c1CCCCC2	4.1	0.5	-1.1	-0.1	97.4	2.3	-4.2	1.4	0.5
O=C(NNS(=O)(=O)c1ccc([N+](=O)[O-])cc1)c1ccncc1	17.5	0.7	5.1	0.0	97.9	-9.2	-1.9	-4.7	2.9
CCOC(=O)N1CCN(C(=O)Cn2ncc3ccccc32)CC1	6.2	4.5	10.8	-0.2	99.2	5.0	0.9	1.5	3.6
O=C(NCc1ccc(Cl)cc1)C1=Cc2cc(Cl)ccc2OC1	3.5	3.0	2.6	-0.1	92.9	2.0	0.5	-6.4	5.0
CC(=O)Nc1ccc(C(=O)CSc2nc3ccccc3n2CC(=O)N2CCCC2)cc1	1.8	-4.2	2.9	-0.1	88.2	5.7	0.0	5.4	0.0
COc1ccc(C)cc1NC(=O)NCc1ccccc1F	-14.7	1.5	17.6	0.1	133.3	-7.0	1.6	-2.0	0.1
CN(Cc1ccccc1)c1ccc(C(CC(N)=O)NC(=O)Cc2ccc(Br)cc2)cc1[N+](=O)[O-] (stereo not given)	3.4	0.6	-0.5	0.1	101.6	2.4	3.8	-5.0	-1.6
COc1ccc(CN2CCSc3sccc3C2=O)cc1	-11.6	0.1	9.0	0.1	103.0	3.2	-2.7	2.8	2.5
COc1ccc(NC(=O)c2nc[nH]c2C(=O)N[C@@H](C)c2ccccc2)cc1	-3.5	6.1	3.5	-0.1	103.5	0.9	3.6	2.0	5.7
CCCN1C2=NS(=O)(=O)CCN2c2ccccc21	5.0	5.6	2.4	0.1	85.1	1.1	1.7	1.8	8.1
CCN=C1NN=C(c2ccc(C)cc2)CS1	-4.2	-13.9	-16.9	-0.1	83.5	17.9	-1.0	0.3	-9.3
Cc1cc(C)cc(N(CC(=O)Nc2ccccc2)C2=NC3CS(=O)(=O)CC3S2)c1 (stereo not given)	-2.3	7.0	5.4	-0.2	91.4	0.0	2.0	4.6	9.1

Exported bar-delimited: part of the list above.
Molecule | EBNA-1 inhibitor | GLD-1 TGE inh | MCL1-BIM inh | Efflux pump inh | Yeast superoxide | ZTA counter | MEX-5 binding | Fam108B counter | BCLXL inh
NS(=O)(=O)c1ccc(CCNC(=O)CSc2nc3ccccc3c(=O)n2CCC(=O)N2CCCCC2)cc1 | -8.0 | -3.7 | -10.5 | 0.4 | 98.8 | -14.6 | -1.8 | -3.9 | -0.5
CCC(=O)c1ccccc1OCC(=O)Nc1c(C)cccc1C | -3.2 | 7.8 | 14.7 | 0.0 | 104.5 | 3.6 | -0.3 | 3.9 | 2.8
O=c1c(/C=C(\O)c2ccccc2)nc2ccccc2n1-c1ccccc1 | -1.1 | -67.5 | -78.3 | 0.1 | 108.1 | 14.7 | -52.8* | -8.0 | -48.7
CCCCCCn1cnc2c(c1=O)c1nc3ccccc3nc1n2Cc1cccs1 | -8.7 | -7.5 | -2.1 | 0.1 | 103.4 | 7.6 | -0.5 | -4.0 | -3.4
O=C(COC(=O)c1ccc(O)cc1)NCCC1=CCCCC1 | 2.8 | -6.1 | -4.2 | 0.0 | 127.7 | 2.9 | -1.1 | -7.2 | -3.2
O=C(O)CSc1nnc(-c2ccc(Cl)cc2Cl)n1-c1ccc(Br)cc1 | -0.3 | -3.5 | -2.0 | 0.1 | 100.7 | -11.8 | 0.6 | 4.2 | 6.4
CCOC(=O)N1CCN(c2ccc(C(=O)c3cccc(F)c3)cc2)CC1 | 13.3 | 3.2 | 1.3 | -0.1 | 83.5 | -12.4 | -2.5 | 0.1 | 1.2
O=C(O)c1cc([N+](=O)[O-])c(NCc2cccnc2)c([N+](=O)[O-])c1 | -15.7 | -9.8 | -0.3 | 0.1 | 121.5 | 5.4 | -0.9 | -3.1 | 5.2
O=C(CNC(=O)c1cccs1)N/N=C/c1ccco1 | 4.9 | 3.5 | 4.5 | 0.1 | 90.6 | 4.8 | -1.2 | -1.2 | -1.2
CC(C)(C)CN1C(=O)C(=O)NC[C@@H]1Cc1ccc(O)cc1 | 4.1 | -3.4 | -1.4 | 0.2 | 99.6 | 5.3 | 0.2 | -1.5 | -3.2
O=C(c1ccc([N+](=O)[O-])o1)N1CCN(c2nc3c(F)cc(F)cc3s2)CC1 | -6.8 | -0.9 | -3.8 | 0.0 | 111.3 | 6.5 | -1.8 | -0.7 | 1.2

Remaining list, next part:
SMILES	EBNA-1 inhibitor	GLD-1 TGE inh	MCL1-BIM inh	Efflux pump inh	Yeast superoxide	ZTA counter	MEX-5 binding	Fam108B counter	BCLXL inh
Cc1nc2ccc(NC(=O)c3oc4ccc(F)cc4c3C)cc2s1	.	-4.2	-29.6	1.1	122.7	-5.4	.	.	-20.9
O=C(CSc1nnc(NC2CCCCC2)s1)NCc1ccco1	4.8	2.2	-1.8	-0.1	103.5	-2.1	-0.6	5.5	1.7
CCOC(=O)Cc1nc(-c2ccc(Cl)cc2)n[nH]1	4.4	-6.8	5.4	0.0	94.5	-9.3	3.0	1.4	4.7
Cc1[nH]cnc1CSCc1ccc(F)cc1	-2.9	-4.9	5.2	0.0	105.8	11.4	-2.2	-1.2	10.6
N#CCn1cc(/C=N/NC(=O)c2cc3c(ccc4ccccc43)o2)c2ccccc21	-3.1	-9.8	-21.4	0.0	107.6	-0.1	9.1	2.2	-7.4
CCOC1OC(=O)C(Cl)=C1Nc1ccccc1C (stereo not given)	-3.1	-8.2	2.8	-0.1	82.0	4.7	2.0	11.5	6.6
CCCCn1c(=O)[nH]c(=O)c2c1nc(-c1ccc(-c3ccccc3Br)o1)n2CCOC	-14.7	-1.2	3.7	0.2	104.8	-1.9	?	-1.2	-4.8
COc1ccc2nc(SCC(=O)Nc3ccc4sc(C)nc4c3)c(C#N)cc2c1	13.4	-13.9	-23.4	0.0	91.9	0.7	-1.9	-15.1	-14.3
CCn1cc(CN2CCCC(CO)(Cc3ccc(F)cc3)C2)c2ccccc21 (stereo not given)	-2.0	5.4	9.1	0.0	101.4	3.1	0.7	2.4	0.1
CN1CCN(/N=C/c2ccc(-c3ccc([N+](=O)[O-])cc3)o2)CC1	-2.5	-6.1	-17.6	0.0	84.7	5.4	2.2	2.2	-10.6
Cc1onc(-c2ccccc2)c1C(=O)N/N=C/c1ccc([N+](=O)[O-])s1	-2.3	4.6	-1.3	-11.9	120.1	-14.0	0.1	10.5	4.7
COc1ccc(NC(=S)Nc2ccc(OC)cc2OC)c(OC)c1	-0.9	1.6	14.4	-0.2	92.9	-20.2	1.8	3.2	3.3
O=[N+]([O-])c1cccc(-c2nc(NCc3ccccc3)c3ccccc3n2)c1	12.9	-0.1	2.1	0.3	91.6	-19.4	-3.4	-26.7	0.7
COc1ccccc1C(=O)Nc1ccccn1	4.4	8.4	7.2	0.0	133.2	3.5	.	-1.6	3.6
COCC(C)NC(=O)c1ccc(-n2nc(C(F)(F)F)cc2-c2cccs2)cc1 (stereo not given)	-1.3	-0.7	-1.7	-0.1	99.4	2.2	0.4	-1.9	-1.1
CSc1ncccc1C(=O)OCc1ccccc1Cl	3.5	5.7	6.5	0.0	103.5	12.1	-0.9	8.6	1.4
O=C(O)c1ccc(/C=N/Nc2nc(N3CCCCC3)nc(N3CCCCC3)n2)cc1	8.8	-4.3	3.4	0.4	93.3	8.3	0.8	-1.9	3.8
CCOCC(=O)Nc1cccc(C(=O)OCC)c1	4.7	2.3	2.1	-0.1	89.0	-8.6	-1.8	4.4	5.3
Cc1ccc(C(=O)Nc2cccc(S(=O)(=O)N(C)c3ccccc3)c2)o1	.	3.9	4.3	-0.2	115.9	9.1	.	.	7.2
COc1ccc2nc3cccc(OC)c3nc2c1	-8.5	24.2	33.0	-0.1	66.6	-18.2	0.8	8.0	45.9*
Cc1ccc(S(=O)(=O)Nc2c(C)n(C)n(-c3ccccc3)c2=O)cc1C(=O)NCc1ccccn1	2.9	3.5	-0.5	0.2	98.4	4.0	-0.8	1.0	1.0
COc1ccc(N2C(=O)C(Cl)=C(N3CCCC3)C2=O)cc1	-1.6	0.0	-3.4	0.0	105.1	-24.6	0.5	0.9	-2.8
Cc1ccccc1NC(=O)c1cnc2ccccn2c1=O	8.3	2.8	-4.2	0.1	87.6	10.2	-0.7	-1.7	-1.2
O=C1CC(c2cccnc2)c2cc3c(cc2N1)OCO3 (stereo not given)	-7.9	-0.6	-1.4	-0.1	113.2	9.2	1.0	1.9	4.1
Cc1ccc(N(C(=O)CNC(=O)c2ccco2)C(C(=O)NC2CCCC2)c2ccncc2)cc1F (stereo not given)	-2.8	0.1	-2.1	-0.2	92.6	-12.5	0.8	1.4	1.6
CCC1(Cc2ccccc2)NC(=O)c2ccccc2O1 (stereo not given)	-2.3	-0.7	1.2	-0.1	109.5	-1.8	3.5	-2.2	5.0

Printed as active in MEX-5 binding (from the list above):
SMILES | EBNA-1 inhibitor | GLD-1 TGE inh | MCL1-BIM inh | Efflux pump inh | MEX-5 binding | BCLXL inh
O=c1c(/C=C(\O)c2ccccc2)nc2ccccc2n1-c1ccccc1 | -1.1 | -67.5 | -78.3 | 0.1 | -52.8* | -48.7
